AT treatment – potential ataxia-telangiectasia treatments restoring KAP-1 phosphorylation. […] A-T fibroblasts, KAP-1 phosphorylation AlphaLISA; neocarzinostatin DNA damage 30 min before lysis. hit rate 0.19% among 320,000. AID 485349. Potency, µM (series often up to 57.5 µM), for the others: at the top dose activation, hits mostly activators; note: potency is the fitted concentration of half-maximal effect; % of control where 0% means no effect; nearly all actives have a fitted effect of over 45% in size
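hTERT-immortalized A-T patient fibroblasts ([…]), 500 cells/well in OPTI-MEM, 1% FBS, got compounds for 60 min, then NCS for 30 min at 37C. Lysates were then assayed for phospho-KAP-1 by AlphaLISA (anti-pKAP1 donor, anti-KAP1 acceptor beads), 6 hr at 25C.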
KCNH2 3.1 block – KCNH2 3.1 (human) potassium channel inhibition; U2OS KCNH2 3.1, thallium flux FluxOr; hits give low values; activity change, % (tested at about 1.8 µM); hit rate 0.95% among 340,000;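 active = maximum activity change below -70%; inconclusive = maximum activity change from -70% to -50%; inactive = maximum activity change above -50%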;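 note: thallium influx rate constant from kinetic fluorescence after stimulation buffer; % is set by controls: 0 for no effect and ±100 for the full control effect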
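Steps: virus added to U2OS suspension (4 h, RT, dark); medium with 10% FBS added, cells plated, 37 C overnight; FluxOr/Red40 loading buffer 45 min RT; stimulation buffer, 2 min kinetic read; rate constant normalized.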
GALK inh – blocks human galactokinase activity | Purified GALK, Kinase-Glo residual ATP luminescence | Potency, µM (series often up to 57.5 µM), for inactives: at the top dose activity change, negative = inhibition, usual class: inhibitors | hit rate 0.007% among 270,000 | AID 1868 | P51570; note: potency is the fitted concentration of half-maximal effect; % is set by controls: 0 for no effect and ±100 for the full control effect
Target sequence (P51570 whole entry, looked up): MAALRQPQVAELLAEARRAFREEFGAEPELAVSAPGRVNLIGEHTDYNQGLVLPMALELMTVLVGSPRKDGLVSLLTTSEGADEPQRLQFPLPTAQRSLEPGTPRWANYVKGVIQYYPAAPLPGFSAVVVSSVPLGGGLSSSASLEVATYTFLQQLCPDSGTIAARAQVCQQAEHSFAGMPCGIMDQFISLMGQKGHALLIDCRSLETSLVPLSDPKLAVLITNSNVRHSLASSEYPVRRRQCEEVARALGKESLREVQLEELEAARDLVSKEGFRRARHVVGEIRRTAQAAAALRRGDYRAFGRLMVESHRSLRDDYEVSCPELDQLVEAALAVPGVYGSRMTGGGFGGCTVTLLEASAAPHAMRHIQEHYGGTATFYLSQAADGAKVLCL
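ATP-depletion format; final 35 uM ATP, 100 uM D-galactose, 5 nM enzyme; pH 8.0 HEPES/Mg2+ buffer; 60 min RT; luminescence read 10 min after detection reagent.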
TRPV1 agonist – agonists of human vanilloid receptor 1 (TRPV1) | Q8NER1 | activation, % at 8.33 µM | TRPV1-expressing cells, Fluo-8 calcium influx, agonist mode | hit rate 0.19% among 320,000; in the data active = activation above about 80%; inconclusive = between about 30% and that limit; note: 0% is about no effect
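Cells expressing TRPV1 were dye-loaded with Fluo-8 and read kinetically: 10 s baseline, 3 min after compound (agonist portion), then 2 min after EC20 capsaicin (allosteric enhancer portion). Calcium-bound dye fluorescence at 480/520 nm.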
CXXC DNA block – blocks binding of human MLL CXXC domain to DNA; MLL-CXXC / FITC-HOXA9 DNA fluorescence polarization; hit rate 0.037% among 290,000; Q03164; Potency, µM (series often up to 115 µM), inactives show at the highest dose activity change, negative = inhibition, hits mostly inhibitors; active = well fitted inhibition curve with a large enough effect in the polarisation, with a control signal flat, not every such curve was filed as active; inconclusive = small, poorly fitted or top-dose-only effect, or effect the other way, or a change in a side signal; inactive = no such curve, though single readings can be large or run the other way; the % refers to the polarisation; note: potency is the fitted concentration of half-maximal effect
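Purified MLL-CXXC (added from a 7 uM solution) was preincubated 5 min at ambient with pinned compounds in 50 mM Tris-HCl pH 7.5, 50 mM NaCl, 1 mM DTT, 0.05% BSA. Fluorescein-labeled HOX-A9 DNA (50 nM solution) followed, 30 min, then polarization read.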
a7 integrin act – activates integrin-mediated alleviation for muscular dystrophy | alpha7betagal myoblasts, beta-gal FDG fluorescence, 48 h | Potency, µM (doses to about 38.3 µM), without a hit: top-dose activation, most hits filed as activators | hit rate 0.064% among 350,000;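 note: potency is the fitted concentration of half-maximal effect; 100% = response of the positive control SU9516; nearly all actives have a fitted effect of over 60% in size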
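alpha7betagal+/- myoblasts (passage 13, 250/well) treated 48 h at 37C with compounds at 1:260 dilution of DMSO stock. Lysed, then beta-galactosidase activity read as FDG fluorescence (ex 480/em 540) after 30 min, with pre-read for autofluorescence.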
S-ASM inh – inhibitors of human secretory acid sphingomyelinase. placental ASM, HMU-PC fluorogenic substrate, 60 min. hit rate 0.006% among 340,000. Potency, µM (titrated, usually from 57.5 µM), for inactives: at the highest dose activity change, negative = inhibition, most hits filed as inhibitors. P17405; note: potency is the fitted concentration of half-maximal effect
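Fluorogenic HMU-PC substrate (9 uM final) is turned over by placental ASM in 60 min at 37 C after a 10 min compound preincubation. Reaction ended by alkaline stop (pH 10), with fluorescence read at 386/447 nm.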
hERG WT inh – blocks the wildtype human KCNH2 potassium channel. Q12809. U2OS, BacMam KCNH2, thallium flux FluxOr; hits give low values. activity change, % at 1.84 µM. hit rate 0.37% among 340,000;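 active = maximum activity change below -70%; inconclusive = maximum activity change between -70% and -50%; inactive = maximum activity change above -50%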; note: % is set by controls: 0 for no effect and ±100 for the full control effect
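U2OS cells transduced with wild-type KCNH2 virus are loaded with FluxOr dye for 45 min, and thallium flux is measured in kinetic reads before and after stimulation buffer. Rate constants are normalized to DMSO controls.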
MBNL1-CUG inh – inhibitors of human MBNL1 binding to CUG repeat RNA; TR-FRET MBNL1-His/biotin-(CUG)12 binding, 665/545 ratio; Potency, µM (series often up to 57.5 µM), without a hit: at the top dose activity change, negative = inhibition, most hits filed as inhibitors; hit rate 0.036% among 280,000; active = well fitted inhibition curve with a large enough effect in the signal ratio, with a control signal flat, not every such curve was filed as active; inconclusive = small, poorly fitted or top-dose-only effect, or effect the other way, or a change in a side signal; inactive = no such curve, though single readings can be large or run the other way; the % refers to the signal ratio; note: potency is the fitted concentration of half-maximal effect; % is set by controls: 0 for no effect and ±100 for the full control effect
Target sequence (Q9NR56 whole entry, looked up): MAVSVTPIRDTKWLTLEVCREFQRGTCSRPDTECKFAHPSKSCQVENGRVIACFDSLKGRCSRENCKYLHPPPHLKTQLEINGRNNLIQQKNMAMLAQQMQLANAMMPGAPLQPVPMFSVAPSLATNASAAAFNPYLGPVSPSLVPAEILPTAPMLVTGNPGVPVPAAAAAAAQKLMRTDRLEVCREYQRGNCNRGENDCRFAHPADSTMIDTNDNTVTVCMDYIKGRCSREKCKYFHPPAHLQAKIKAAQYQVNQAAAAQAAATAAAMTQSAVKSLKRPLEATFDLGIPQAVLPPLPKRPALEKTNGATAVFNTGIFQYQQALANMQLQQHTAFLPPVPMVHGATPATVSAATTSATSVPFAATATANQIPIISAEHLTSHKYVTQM
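Compounds (final 92 nM to 58 uM) are added to His-tagged MBNL1 and biotin-(CUG)12, then terbium anti-His antibody and streptavidin-XL665 (5 nM final). After 60 min at room temperature, the 665/545 nm ratio is read.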
FBPA coupling cs – inhibits coupling enzyme system, counter-screen for aldolase hits; coupling enzyme system counterscreen, AmpLite Red fluorescence; activity change, negative = inhibition, % at 58.2 µM, hits read low; hit rate 0.67% among 290,000; in the data active = activity change below about -30%; note: % is set by controls: 0 for no effect and ±100 for the full control effect
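Activity here indicates interference with the coupling reaction, not aldolase inhibition. Compounds at 57.5 uM final met coupling enzymes for 10 min at RT; substrate and AmpLite Red detection followed, with a 525/598 nm fluorescence read after 20 min.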
Numbers without * were called inactive; i = inactive; ? = inconclusive; nt = not tested or not shown; [ ] = dose if it differs, or a comment. Unless noted, calls come from the whole dose curve; as a rule, active = well fitted curve in the direction sought with a large enough effect; inconclusive = small, poorly fitted or top-dose-only effect, or another doubt; inactive = no such curve, though single readings can be large; an effect the other way counts as inactive or inconclusive.

Start of the listing, in advance, 5 compounds:
SMILES | AT treatment | KCNH2 3.1 block | GALK inh | TRPV1 agonist | CXXC DNA block | a7 integrin act | S-ASM inh | hERG WT inh | MBNL1-CUG inh | FBPA coupling cs
COc1cccc(NC(=O)C2CCOC2=O)c1 (stereo not drawn) | nt | -28 | nt | nt | nt | 0% | -1% | 0 | nt | nt
O=C(Nc1cccc(O)c1)c1noc2c1CCc1ccccc1-2 | 1% | 9 | 0% | ? | 7% | 9% | -7% | 1 | -4% | -4
COc1ccccc1-c1nnc(SCC(=O)Nc2nc(-c3ccccc3)cs2)n1C | nt | 1 | -1% | 4 | 11% | -8% | -5% | 26 | -11% | 2
CCn1c(C)nc2cc(NC(=O)Nc3cccc(C(C)=O)c3)ccc21 | -14% | -6 | -5% | 2 | 8% | ? | 1% | -2 | -5% | -1
CCOc1ccc(NC(=O)CN2CCN(CC(=O)Nc3ccc(N(C)C)cc3)CC2)cc1 | 3% | ? | 2% | -3 | -3% | 32% | 0% | 4 | 2% | 3

The listing, repeating the preview:
SMILES | AT treatment | KCNH2 3.1 block | GALK inh | TRPV1 agonist | CXXC DNA block | a7 integrin act | S-ASM inh | hERG WT inh | MBNL1-CUG inh | FBPA coupling cs
COc1cccc(NC(=O)C2CCOC2=O)c1 (stereo not drawn) | nt | -28 | nt | nt | nt | 0% | -1% | 0 | nt | nt
O=C(Nc1cccc(O)c1)c1noc2c1CCc1ccccc1-2 | 1% | 9 | 0% | ? | 7% | 9% | -7% | 1 | -4% | -4
COc1ccccc1-c1nnc(SCC(=O)Nc2nc(-c3ccccc3)cs2)n1C | nt | 1 | -1% | 4 | 11% | -8% | -5% | 26 | -11% | 2
CCn1c(C)nc2cc(NC(=O)Nc3cccc(C(C)=O)c3)ccc21 | -14% | -6 | -5% | 2 | 8% | ? | 1% | -2 | -5% | -1
CCOc1ccc(NC(=O)CN2CCN(CC(=O)Nc3ccc(N(C)C)cc3)CC2)cc1 | 3% | ? | 2% | -3 | -3% | 32% | 0% | 4 | 2% | 3
CN(CCc1ccccn1)C(=O)Nc1ccc(C(C)(C)C)cc1 | 1% | -15 | 0% | ? | -3% | -13% | 4% | -1 | nt | -1
CC1=C(C(=O)OC(C)C)C(c2ccc(C)o2)NC(=O)N1 (stereo not drawn) | -6% | 3 | 1% | 0 | -5% | 6% | 0% | -7 | -2% | 1
COc1ccc(C(=O)N2CCCCCCC2)cc1OC1CCN(C(C)C)CC1 | 3% | 14 | 0% | 1 | 0% | -41% | -6% | -5 | -3% | 2
CN(CC(=O)Nc1ccc(F)cc1)CC(=O)N1CCCCCC1 | -2% | -5 | nt | 3 | nt | 10% | 7% | -5 | nt | nt
O=C(Nc1ccccc1)c1ccccc1CC[N+](=O)[O-] | -1% | -1 | 0% | 1 | 20% | -5% | 2% | 0 | -5% | 1
N=c1n(CCN2CCCCC2)c2ccccc2n1CC(=O)c1cccs1 | -4% | -11 | 7% | nt | -1% | -72%[inhibitor] | -5% | 20 | nt | 4
COc1ccc(S(=O)(=O)N2CCOCC2)cc1NC(=O)Cn1nnc2ccccc2c1=O | 0% | 7 | -2% | -1 | 9% | 50% | 0% | 11 | 6% | 0
COc1ccccc1CNC(=O)CN1NS(=O)(=O)c2ccccc2C1=O | -4% | 9 | nt | nt | nt | -9% | -2% | -2 | nt | nt
CC1=C(C(=O)N(C)C)C(c2cccc(Cl)c2)NC(=O)N1 (stereo not drawn) | 1% | 9 | 2% | -2 | 3% | 22% | 1% | -17 | 4% | 1
O=[N+]([O-])c1ccc(Nc2nc(NC3CCCCC3)nc(N3CCCC3)n2)cc1 | -3% | -9 | -3% | 21 | 4% | 14% | -11% | i | -6% | -4
COc1ccccc1/C=C/C(=O)Oc1cccc2cccnc12 | 2% | 8 | -2% | 2 | 9% | -13% | -7% | -6 | 7% | -1
CS(=O)(=O)N(Cc1ccc(Cl)cc1)c1ccc(C(=O)Nc2cccnc2)cc1 | -10% | 2 | 2% | 13 | -3% | 15% | -11% | -10 | -20% | 6
C/C(=N\NC(=O)CCc1ccc(S(=O)(=O)N2CCOCC2)cc1)c1ccc(OC(F)F)cc1 | 1% | -5 | -2% | 5 | 11% | 0% | -3% | 2 | -4% | 0
Cn1cnc2cc(NS(=O)(=O)c3ccc(Br)cc3)ccc21 | nt | 13 | 4% | -1 | 4% | -3% | -1% | 5 | -4% | -9
O=C(OCC(F)(F)C(F)F)c1ccccc1C(=O)Oc1ccc(F)cc1F | 14% | 0 | 1% | -5 | 4% | -22% | -1% | 0 | -4% | 3
Cc1cccc(N2CCN(C(=O)C3CCN(S(=O)(=O)c4cccnc4)CC3)CC2)c1C | 5% | -35 | 0% | 3 | -7% | 11% | 1% | -5 | -1% | -3
C[N+](C)(C)CC(=O)N/N=C/c1c2ccccc2cc2ccccc12 | -5% | 18 | 4% | 0 | 13% | 20% | 37%[activator] | 0 | 7% | nt
N#C/C(=C\c1ccccc1)C(=O)NC(=O)Oc1ccccc1 | 1% | 14 | 1% | -2 | 8% | -4% | 3% | -2 | -2% | 2
O=[N+]([O-])c1cccnc1N1CCN(Cc2ccc3c(c2)OCO3)CC1 | -10% | -9 | -3% | -2 | 5% | 20% | -7% | 30 | ? | 0
NC(=O)c1ccc(N=C2C(=O)Nc3ccc([N+](=O)[O-])cc32)cc1 | 6% | -3 | 3% | 0 | -24% | 14% | -1% | 1 | ? | -30*
O=C(C1=C(O)C(=O)N(CCN2CCOCC2)C1c1cccc(Br)c1)c1cccs1 (stereo not drawn) | 3% | -2 | nt | -12 | 4% | -21% | -4% | 4 | 17% | 1
COc1ccccc1C(CC(N)=O)c1ccco1 (stereo not drawn) | -2% | -5 | 3% | 0 | 5% | 5% | 6% | -5 | 4% | 4
FC(F)Sc1ccc(NC(=S)NC2CCCCC2)cc1 | 12% | 1 | 3% | ? | -2% | -26% | 0% | -16 | 5% | 0
CC(NC(=O)Nc1ccccc1)C(c1cccs1)N1CCOCC1 (stereo not drawn) | -4% | 9 | 1% | 24 | -5% | 7% | -2% | -14 | -5% | 0
COc1ccc(NC(=O)CN2C(=O)NC3(CCCC3)C2=O)cc1OC | -2% | 21 | -1% | 2 | -2% | -8% | 7% | 10 | 4% | 0
Cc1ccc(COc2ccsc2-c2n[nH]c(=S)n2C)cc1 | -5% | -20 | -1% | 29 | 1% | 7% | 1% | 0 | -10% | 5
Cc1ccc2oc(C(=O)NC3CCS(=O)(=O)C3)c(C)c2c1 (stereo not drawn) | 0% | -31 | -6% | ? | -2% | 11% | 2% | -4 | -3% | 0
O=C(NCCc1c[nH]c2ccccc12)/C(=C/c1cccnc1)NC(=O)c1cccs1 | 1% | -12 | -2% | -3 | -2% | 4% | 1% | -1 | 15% | 0
O=C1Nc2cc(Cl)c(Cl)cc2N(O)N1c1ccccc1Cl | -4% | 8 | -2% | -3 | -3% | 2% | 1% | -2 | -24% | -5
O=C(O)c1ccccc1OCCOCCOc1ccccc1C(=O)O | -1% | -2 | 0% | 1 | 3% | 9% | 0% | -3 | -5% | 1
CCN(CC)S(=O)(=O)c1ccc2oc(SCC3CN=C(c4ccc(OC)cc4)S3)nc2c1 (stereo not drawn) | -10% | 14 | 5% | 6 | 4% | -41%[inhibitor] | 12% | -1 | 300%[activator] | 2
O=C(O)c1ccc(NC(=O)c2cccc(C(=O)Nc3ccc(C(=O)O)cc3)c2)cc1 | 5% | 3 | nt | 7 | -1% | 15% | -6% | nt | -5% | 3
CCCNC(=O)COC(=O)c1ccc(-c2ccccc2)cc1 | 0% | -5 | 11% | ? | 1% | -4% | 8% | -17 | 2% | 1
COCC(=O)NC1CCCCCC1 | 18% | 0 | -1% | 0 | 1% | 10% | 3% | 3 | -6% | -1
COc1cccc(OC)c1NC(=O)NC(=O)c1c(OC)c(Br)cc([N+](=O)[O-])c1OC | -2% | 8 | 0% | nt | -4% | -4% | -3% | -6 | nt | 0
CC(C)Nc1nc(-c2ccncc2)nc(-c2ccc(Cl)cc2)c1C#N | -2% | -19 | 0% | 0 | -6% | 14% | 15% | -6 | -9% | 1
Cc1cc(C)c(NC(=O)C2CCCN2C)c(C)c1 (stereo not drawn) | 0% | -1 | -1% | 0 | -1% | -12% | 3% | 0 | -6% | 2
O=C(c1cc(Cl)ccc1Cl)N1CCN(c2ccccn2)CC1 | 1% | 7 | 0% | 7 | 2% | 28% | 1% | -9 | 5% | 3

Source: PubChem (National Center for Advancing Translational Sciences (NCATS))
